# Assay outcomes from PubChem.
# PI5P4K alpha inh – qHTS for Inhibitors of phosphatidylinositol 5-phosphate 4-kinase (PI5P4K) | max response, % | hit rate 1.2% among 330,000 | Phosphatidylinositol 5-phosphate 4-kinase type-2 alpha (Homo sapiens), P48426 | AID 652105, 2013 | PI5P4Kalpha enzyme, ADP-Glo luminescence, 60 min; stronger effect = lower value; active = max response of -50% or lower; inconclusive = between -30% and -50%; inactive = -30% or higher; note: value at the top dose of about 77 µM; % is set by controls: 0 for no effect and ±100 for the full control effect
#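 ADP-Glo luminescence end-point after a 60 min room-temperature kinase reaction. PI5P4Kalpha and substrate in HEPES pH 7.4 buffer with EGTA, 0.1% CHAPS and 5% DMSO; ATP at 5 microM final.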
# GLP1R ag – qHTS of GLP-1 Receptor Agonists. Potency, µM (top dose mostly 45.6 µM), inactives show top-dose activation, actives largely listed as activators. Glucagon-like peptide 1 receptor (Homo sapiens), P43220. hit rate 0.007% among 380,000. HEK293 GLP-1R CRE-luciferase, luminescence, 4-6 h; cells express a hypersensitive GLP-1R form; note: potency is the fitted concentration of half-maximal effect; % of control where 0% means no effect
# Target sequence (P43220 whole entry, looked up): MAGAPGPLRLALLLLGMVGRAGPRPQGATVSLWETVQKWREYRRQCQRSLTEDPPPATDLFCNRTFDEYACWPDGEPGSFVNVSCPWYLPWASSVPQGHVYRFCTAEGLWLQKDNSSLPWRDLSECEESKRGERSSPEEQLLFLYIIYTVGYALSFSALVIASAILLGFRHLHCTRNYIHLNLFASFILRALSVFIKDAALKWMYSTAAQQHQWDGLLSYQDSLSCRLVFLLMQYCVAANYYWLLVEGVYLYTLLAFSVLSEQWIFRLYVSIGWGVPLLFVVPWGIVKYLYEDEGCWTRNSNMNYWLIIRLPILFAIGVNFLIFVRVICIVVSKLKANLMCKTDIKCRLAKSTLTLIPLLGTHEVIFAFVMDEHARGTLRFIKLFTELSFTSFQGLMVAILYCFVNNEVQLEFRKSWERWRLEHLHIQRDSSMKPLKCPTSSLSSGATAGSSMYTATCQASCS
# D3 ag – qHTS of D3 Dopamine Receptor Agonist: qHTS | D(3) dopamine receptor (Homo sapiens), P35462 | D3R DiscoveRx beta-arrestin cells, luminescence, 90 min | max activation, % | hit rate 0.58% among 410,000; in the data active = max activation above about 30%; note: 0% is about no effect; mostly tested at two doses, the higher about 12 µM
#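 Agonist-mode cell screen: cells plated at 1500/well and incubated overnight at 37 °C, then exposed to library compounds for 90 min at 37 °C. Detection reagent was added for 30–60 min at room temperature, and luminescence was read.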
# GLP-1R inv ag – qHTS of GLP-1 Receptor Inverse Agonists (Inhibition Mode). Glucagon-like peptide 1 receptor (Homo sapiens), P43220. HEK293 GLP-1R CRE-luciferase, luminescence, 24 h; GLP-1R form is constitutively active. Potency, µM (highest dose often 38.3 µM), without a hit: top-dose activity change, negative = inhibition, hits mostly inhibitors. hit rate 1.6% among 410,000; note: potency is the fitted concentration of half-maximal effect; % is set by controls: 0 for no effect and ±100 for the full control effect; nearly all actives have a fitted effect of over 55% in size
#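 HEK293 cells stably co-expressing a cAMP-responsive luciferase reporter and constitutively active GLP-1R were seeded, incubated 12 h, then exposed to compounds for 24 h at 37 C. Luminescence was read 12 min after detection reagent; inverse agonists lower signal.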
# GLP1R cytotox – qHTS of GLP-1 Receptor Inverse Agonists: Cytotox Screen; HEK293 cAMP-luciferase reporter cells, luminescence, 24 h; Potency, µM (series often up to 38.3 µM), for the others: at the highest dose activity change, negative = inhibition, hits mostly inhibitors; hit rate 0.13% among 410,000; AID 624418, 2012;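 note: loss of luciferase light is scored as toxicity; potency is the fitted concentration of half-maximal effect; % is set by controls: 0 for no effect and ±100 for the full control effect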
#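 Quantitative HTS format, 1536 wells, 200 cells/uL seeded. Compounds: 23 nL, 24 h, 37 °C. Detection: luciferase reagent, luminescence at 12 min RT; decreased signal taken as cytotoxic.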
# WRN helicase inh – qHTS for Inhibitors of WRN Helicase | hit rate 0.46% among 360,000 | Potency, µM (titrated, usually from 114 µM), without a hit: at the top dose activity change, negative = inhibition, hits mostly inhibitors | WRN helicase unwinding, fluorescent forked duplex, kinetic | AID 651768, 2012; note: potency is the fitted concentration of half-maximal effect; % is set by controls: 0 for no effect and ±100 for the full control effect; nearly all actives have a fitted effect of over 55% in size
#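 Screening of the MLSMR collection measured strand separation of a quenched forked DNA duplex (100 nM) by 20 nM WRN with 2 mM ATP, all final. Compounds were preincubated with enzyme 15 min at room temperature.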
# PLK1 PBD block – qHTS for Inhibitors of PLK1-PDB (polo-like kinase 1 - polo-box domain): Primary Screen | hit rate 2.8% among 360,000 | AID 720504, 2013 | Plk1 PBD binding of FITC phosphopeptide, fluorescence polarization | Serine/threonine-protein kinase PLK1 (Homo sapiens), P53350 | Potency, µM, for the others: max response, negative = inhibition, actives largely listed as inhibitors; note: potency is the fitted concentration of half-maximal effect; series mostly up to about 57 µM; % is set by controls: 0 for no effect and ±100 for the full control effect; nearly all actives have a fitted effect of over 65% in size
# Target sequence (P53350 whole entry, looked up, the tested form may be a part): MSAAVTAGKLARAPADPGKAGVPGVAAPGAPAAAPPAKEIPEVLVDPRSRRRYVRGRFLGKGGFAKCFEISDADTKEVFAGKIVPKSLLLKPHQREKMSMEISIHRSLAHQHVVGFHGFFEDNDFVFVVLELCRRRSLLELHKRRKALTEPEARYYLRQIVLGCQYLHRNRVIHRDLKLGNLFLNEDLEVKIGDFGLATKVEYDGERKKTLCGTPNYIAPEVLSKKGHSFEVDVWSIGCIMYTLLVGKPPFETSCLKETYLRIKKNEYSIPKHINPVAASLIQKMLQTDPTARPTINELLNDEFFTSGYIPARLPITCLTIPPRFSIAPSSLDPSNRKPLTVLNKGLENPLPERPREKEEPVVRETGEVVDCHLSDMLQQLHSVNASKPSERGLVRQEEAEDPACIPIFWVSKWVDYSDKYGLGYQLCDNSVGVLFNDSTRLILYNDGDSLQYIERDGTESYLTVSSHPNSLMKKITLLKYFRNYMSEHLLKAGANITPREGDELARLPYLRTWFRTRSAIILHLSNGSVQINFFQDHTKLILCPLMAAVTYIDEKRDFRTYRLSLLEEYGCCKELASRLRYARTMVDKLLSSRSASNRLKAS
# D3 antag – qHTS of D3 Dopamine Receptor Antagonist: qHTS | D(3) dopamine receptor (Homo sapiens), P35462 | D3R cells, DiscoveRx beta-arrestin luminescence, antagonist mode; stronger effect = lower value | max response, negative = inhibition, % | hit rate 2.5% among 360,000 | AID 652054, 2013; in the data active = max response below about -50%; inconclusive = no clear call, values can overlap the other calls; note: % is set by controls: 0 for no effect and ±100 for the full control effect; mostly tested at two doses, the higher about 12 µM
#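 Cells expressing the human receptor were seeded at 1500 cells/well, incubated overnight at 37 degrees C in 5% CO2, then exposed to library compounds with dopamine controls for 90 minutes at 37 degrees C before luminescent detection.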
# IL2 activator – qHTS of IL-2 Activators; IL-2 activation reporter assay, cell-based qHTS; stimulated with anti-CD3/CD4/CD28 beads; in transgenic mouse T cells; activation, % (series mostly up to about 46 µM); hit rate 0.065% among 360,000; in the data active = activation above about 50%; inconclusive = mostly about 30% to 49%; note: 0% is about no effect
#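 Unstimulated transgenic mouse T cells; 60-min compound exposure; bead-based TCR/CD4/CD28 stimulation; 18 h culture, 37 degrees C; dual fluorescence (EGFP, DsRed) plate cytometry.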
# The depositor's hits bear a star; i = inactive; ? = inconclusive; / = no result given; [ ] = dose if it differs, or a comment. Unless noted, calls come from the whole dose curve; as a rule, active = well fitted curve in the direction sought with a large enough effect; inconclusive = small, poorly fitted or top-dose-only effect, or another doubt; inactive = no such curve, though single readings can be large; an effect the other way counts as inactive or inconclusive.
# Results follow in this order: PI5P4K alpha inh, GLP1R ag, D3 ag, GLP-1R inv ag, GLP1R cytotox, WRN helicase inh, PLK1 PBD block, D3 antag, IL2 activator
O=C(CSc1n[nH]c(-c2ccccn2)n1)Nc1ccc(F)cc1
 : -3, 3%, -4, -9%, ?, -16%, -16%, 2, 0.8
Cc1nc2ccc(NS(=O)(=O)c3c(F)cccc3F)cc2s1
 : -14, 0%, 4, 11%, 6%, -10%, 13%, 8, 0.1
O=C(Nc1ccc(F)cc1F)NC1CC(=O)N(Cc2ccccc2)C1 (stereo not drawn)
 : 8, 0%, 1, 1%, 21%, -4%, -5%, 11, 1.4
O=C(Nc1cccc(Cl)c1)Nc1cccc(C(=O)O)c1
 : -1, -4%, 6, ?, -6%, -11%, -2%, -7, -0.1
CCOc1ccc(S(=O)(=O)N2CCC(C(=O)Nc3ccccc3N3CCCC3)CC2)cc1
 : -3, -2%, -15, ?, 12%, 0%, -8%, 0, -3.7
CC(OC(=O)c1ccc(S(=O)(=O)N2CCOCC2)cc1)c1ccccc1 (stereo not drawn)
 : 5, 14%, 4, -4%, 1%, -9%, -4%, 4, 1.3
N#Cc1cccn1-c1nccs1
 : -2, 10%, 1, 17%, 11%, -28%, -9%, 6, -4.4
NC(=O)CN(c1ccccc1)C1SC(=O)N(Cc2ccccc2)C1=O (stereo not drawn)
 : /, -2%, 5, 3%, 5%, -7%, -24%, 10, 0.3
C=CCOc1ccccc1CN1CCCN(C)CC1
 : -12, -1%, -16, -16%, 1%, 2%, -14%, -28, 1.2
O=C(NCCCN1CCc2ccccc2C1)C1CCN(S(=O)(=O)N2CCC3(CC2)OCCO3)CC1
 : -7, -3%, -12, 2%, -8%, 2%, -24%, -65*, 1.8
COc1ccccc1OCC(=O)Nc1ccccc1C(=O)NCc1cccnc1
 : 8, 16%, 0, 4%, 10%, 5%, -16%, 7, 0.2
CCc1ccccc1NC(=O)[C@@H](c1ccccc1)N1Cc2ccccc2C1=O
 : /, 0%, -4, ?, -5%, /, /, /, /
Cc1cc(OC(=O)c2cc(C(F)(F)F)cc(C(F)(F)F)c2)c([N+](=O)[O-])c(=O)[nH]1
 : 10, 22%, 5, -52%, 13%, -6%, -3%, 18, 1.4
O=C(/C=C/c1nc2ccccc2s1)N1CCCCCC1
 : -8, 16%, -14, ?, -5%, 4%, -6%, -21, -0.2
CC(C)c1cccc(C(C)C)c1NC(=S)Nc1cccc(Cl)c1
 : 4, 3%, -9, -11%, ?, 3%, 2%, -12, -3.9
O=C(c1cccc(S(=O)(=O)Nc2ccccc2Cl)c1)N1CCCCCC1
 : -4, -8%, 4, 1%, -13%, -3%, -7%, -19, -0.1
Cc1ccc(NC(=O)CSCC(=O)O)cc1
 : 2, -6%, 1, 13%, 3%, 8%, -1%, -6, -1.1
CCCn1c(/C=C/c2cc[n+](C)cc2)nc2ccccc21
 : 7, -2%, 1, -6%, i, -5%, -23%, 12, 1.0
O=C(/C=C/c1ccc([N+](=O)[O-])cc1)NCc1ccc2c(c1)OCO2
 : -1, 12%, -4, -7%, 0%, 2%, 4%, 3, 0.9
COc1cccc(/C=N/n2cnc3c(cnn3-c3ccccc3)c2=O)c1
 : 6, 1%, 6, 0%, -1%, -3%, -2%, 28, -3.6
CCN(c1ccccc1)S(=O)(=O)c1cc2c3c(c1)C(C)C(=O)N3CCC2 (stereo not drawn)
 : -1, -2%, 4, 32%, 1%, -6%, -2%, 6, -1.4
CC(C)Cn1c(CN2CCN(C)C(CCO)C2)nc2ccccc21 (stereo not drawn)
 : 2, 0%, -11, -5%, -4%, 6%, 5%, -3, -0.6
O=C1OC(c2ccccc2)/C(=C(/O)c2ccc(Cl)cc2)C1=O (stereo not drawn)
 : 2, 0%, -5, 3%, 0%, -25%, -22%, -62*, -2.9
Cc1cc(S(=O)(=O)/N=C(\N)c2ccc(C(N)=O)cc2)cc(C)c1F
 : -8, 0%, -1, 9%, 7%, 6%, 1%, -12, -3.2
O=C(Nc1ncccn1)c1ccc(Cl)c([N+](=O)[O-])c1
 : -1, -5%, 11, ?, -12%, -5%, -10%, -1, 0.6
COc1ccc(CNC(=O)N2CCN(c3ccc(F)cc3)CC2)cc1Cl
 : 1, 0%, -4, ?, -5%, 3%, -12%, -17, 0.9
CC(C)(C)c1ccc(NC(=O)NCc2ccco2)cc1
 : /, 7%, -10, ?, ?, -19%, -6%, 10, -1.9
CN(CC(=O)Nc1ccc(F)cc1)C(=O)c1ccc(OCc2ccccc2)cc1
 : 5, 6%, 3, -17%, 7%, 15%, -7%, -5, -4.8
CCCCOC(=O)c1ccc(NC(=O)C(=O)NCC2CCCO2)cc1 (stereo not drawn)
 : 2, -8%, 0, 2%, 1%, -2%, 0%, 20, 1.3
Nc1ccccc1Nc1cc(-c2cccc(Cl)c2)nn1-c1ccccc1
 : 13, -30%, 3, 10µM*, -27%, -5%, 4%, -11, -0.6
CCCCn1c(N)c(N(CCOC)C(=O)COC(=O)C(C)Oc2ccc(Cl)cc2)c(=O)[nH]c1=O (stereo not drawn)
 : 7, 4%, -19, -9%, 10%, 3%, -6%, -10, -4.8
COc1ccc(S(=O)(=O)N2CCNC(=O)CC2)cc1
 : -7, -2%, -3, 14%, 0%, 1%, 2%, -18, -0.5
Cc1cc(NC(=O)CC2Oc3ccccc3NC2=O)ccc1Br (stereo not drawn)
 : 9, 2%, -2, ?, 0%, 1%, -2%, -17, -3.4
CCCCN(C=O)c1c(CC)nc2c(OCc3ccccc3C(=O)OC)cccn12
 : -8, 20%, -3, -21%, -6%, 4%[57.1 µM], -4%, -4, -0.2
COc1ccc(CNC(=O)C(c2ccco2)N(C(=O)c2snc(C(N)=O)c2N)c2cccc(OC)c2)cc1 (stereo not drawn)
 : 5, 18%, -1, 8%, -6%, 3%, -14%, -1, -0.1
COc1cc2nc(=S)n(CCCN3CCOCC3)c(N)c2cc1OC
 : -18, 1%, -14, 7%, -6%, -30%, -11%, -24, -4.7
CN(C)c1ccc(C=NN2C(=O)CSC2=S)c(Cl)c1
 : ?, -5%, 5, ?, -5%, -6%, 1%, 0, -2.6
COc1ccc(NC(=O)CSc2nc3ncccc3[nH]2)cc1OC
 : -1, 15%, -1, 0%, -4%, -3%, 0%, ?, 0.4
CCCNc1nc(OC(C(F)(F)F)C(F)(F)F)nc(OC(C(F)(F)F)C(F)(F)F)n1
 : /, -8%, 16, 1%, -17%, -8%, -2%, 6, 0.8
Cc1ccc2cc(CCNC(=O)c3ccco3)c(=O)[nH]c2c1
 : /, -4%, 6, 5%, 1%, -5%, -4%, -103*, 0.5
O=C(Nc1cccc(C(F)(F)F)c1)C1=CC=CN2CCS(=O)(=O)N=C12
 : -9, -2%, -2, 6%, 0%, 10%, -3%, -5, 4.9
CC(C)(C)c1ccc(NC(=O)c2ccc(=O)[nH]n2)cc1
 : 6, 10%, -9, 15%, -4%, 6%, -6%, -22, 0.7
Cc1ccc(SCC(=O)NC2CCS(=O)(=O)C2)cc1 (stereo not drawn)
 : -2, 5%, -5, 3%, -8%, -12%, -20%, -8, -3.4
Nc1nc2n(n1)C(c1c(F)cccc1Cl)CC(c1ccc(F)cc1)N2 (stereo not drawn)
 : 0, 5%, -2, -10%, -9%, -3%, ?, 20, -1.4
O=C(CC(CC(=O)c1ccccc1)C(=O)O)c1ccccc1
 : /, 9%, -4, -2%, 21%, -13%, -7%, -6, 0.2
C/C(=N/NC(=O)c1ccco1)c1ccc(Br)s1
 : -5, 21%, 0, 126%[activator], -7%, -1%, -5%, -8, 0.4
O=C(NC1CCCCC1)C(c1ccc(Cl)cc1)N1CCC2(CC1)OCCO2 (stereo not drawn)
 : -3, -3%, -5, 3%, 9%, 4%, -22%, 9, -1.2
Nn1c(SCCOc2ccccc2)nnc1-c1cccnc1
 : -12, 0%, 3, 2%, 12%, -9%, -18%, 0, -0.3
CCOC(=O)C1CCCN(C(=O)c2ccc(S(=O)(=O)N3CCCC3)cc2)C1 (stereo not drawn)
 : 5, -10%, 6, -8%, 4%, -3%, -1%, 11, -0.2
COc1ccc(NC(=O)NCCCN2CCCCC2C)cc1 (stereo not drawn)
 : -4, 5%, 2, -8%, 9%, -5%, 2%, 3, -2.5
COc1cccc(/C=N/NC(=S)Nc2cccc(C(=O)O)c2)c1O
 : -60*, -4%, 7, ?, 49%[activator], 2%, -19%, 22, -1.3
Cc1[nH]n(-c2ccccc2)c(=O)c1/C=N/N1C(=O)c2ccc3c4c(ccc(c24)C1=O)CC3
 : -6, 2%, 11, ?, ?, -18%, ?, 11, -5.1
O=C(Nc1ccc2oc(-c3ccccc3Cl)nc2c1)c1ncn[nH]1
 : /, -4%, 15, 0%, -33%, -15%, -3%, 7, -0.5
O=C(c1sccc1-n1cccc1)N1CCCC1
 : -3, 4%, 2, 6%, -3%, 7%, -2%, -28, 0.1
CCOC(=O)Cn1c(=O)sc2ccccc21
 : /, -18%, 2, 6%, 2%, -8%, 1%, 18, -0.7
Cc1cc(=O)[nH]c(N/N=C/c2c(C)oc3ccccc23)n1
 : 0, 1%, -1, 38%[activator], -6%, -12%, -8%, 2, 0.5
O=C(N/N=C/c1ccc[nH]1)c1ccccc1OCc1ccccc1Cl
 : ?, 23%, 14, ?, -3%, -32%, -10%, 3, 0.1
COc1ccc(C(C)C)cc1S(=O)(=O)Nc1ccncc1
 : 0, -1%, 10, 6%, -6%, -5%, -14%, 2, 0.3
COC(=O)c1sc(-c2ccc(C(C)(C)C)cc2)cc1NC(=O)CSCC(=O)O
 : 8, 20%, 6, -8%, -12%, -4%[11.6 µM], ?, 6, -3.2
CCOC(=O)c1cnc(SCC#N)nc1N
 : 1, 7%, -12, 35%[activator], 3%, -5%, 2%, -10, -1.8
